TCR CD3 inh: blocks the human TCR-CD3 interaction; TAMRA-labeled TCR probe fluorescence, biochemical; inhibition, % at 9.4 µM; hit rate 0.37% among 360,000; in the data active means inhibition above about 19%;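 further: recombinant mutant TCR 2C K166C tagged with TAMRA read by polarization; 0% = receptor in buffer alone and 100% = receptor with positive control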
rCAG binder: molecules binding r(CAG) RNA repeats. r(CAG) RNA repeat, TO-PRO-1 dye displacement fluorescence. inhibition, % at 3 µM. hit rate 1.3% among 370,000. AID 651821;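 active means inhibition above the plate cutoff, the mean of all test compounds on that plate plus 3 SD, cut at about 35% in these data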;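 further: 0% = DMSO alone and 100% = 100 µM mitoxantrone as full dye displacement; higher means more dye released from RNA so lower well fluorescence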
PG9 Ab binder: PG9 antibody binding by small molecule | TR-FRET gp120-PG9 antibody binding | inhibition, % at 6.7 µM | hit rate 0.43% among 360,000; in the data active means inhibition above about 8.5%
SIAE inh: blocks human sialic acid acetylesterase | Q9HAT2 | SIAE FP-Rh probe binding, fluorescence polarization | inhibition, % at 9.66 µM | hit rate 0.69% among 370,000 | AID 1053197;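 active means inhibition above a cutoff: mean of compounds within the control limits plus 3 SD of those, cut at about 17% in these data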;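 further: 0% = plate median of compound wells and 100% = probe without SIAE protein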
LEDGF integ inh: blocks HIV-1 LEDGF/p75-dependent DNA integration; hit rate 0.64% among 370,000; inhibition, % at 3.7 µM; TR-FRET IN-LEDGF/p75 DNA integration, Eu/Cy5;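 active means inhibition above the screen-wide mean plus 3 SD, cut at about 13% in these data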;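 further: signal is the Cy5 over europium emission ratio at 671 and 618 nm; 0% = plate median of compound wells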
Rev-erbA mod: modulates human Rev-erb alpha binding to DNA. Rev-erbα–FITC-DNA binding, fluorescence polarization, 90 min. activity, % at 10 µM. hit rate 0.79% among 370,000. AID 1259318. P20393;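 active means activity above about 14%, limit read from the data; passing the limit was not always enough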;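 further: 0% = DMSO wells with 35 nM protein and 100% = DMSO wells with 750 nM protein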
ABHD4 inh: inhibitors of mouse ABHD4. Q8VD66. purified mABHD4, FP-Rh probe fluorescence polarization. inhibition, % at 8.92 µM. hit rate 0.54% among 370,000;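 active means inhibition exceeding the mean over every tested compound plus 3 SD, cut at about 30% in these data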;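 further: 0% = plate median of compound wells and 100% = S159A mutant with DMSO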
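System: mouse ABHD4 enzyme, wild type / Medium: HEPES pH 7.0, NaCl, Pluronic buffer / Reagent: FP-Rh activity-based fluorescent probe / Control set: S159A mutant high control, sample median low control / Detection: fluorescence polarization with parallel and perpendicular emission, 525/598 nm / Schedule: 45 min + 60 min at 25 °C / Compound dosing: 8.92 µM, single dose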
PRMT1 inh: blocks human protein arginine methyltransferase 1; Q99873; hit rate 1.3% among 370,000; recombinant PRMT1, activity-based probe fluorescence polarization; inhibition, % at 2.79 µM;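 active means inhibition above about 21% made by adding two undisclosed values, limit read from the data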
TDP2 absorb: TDP2 (human) inhibition, absorbance primary screen | recombinant TDP2, T5PNP hydrolysis, p-nitrophenol absorbance 415 nm | inhibition, % at 12.8 µM | hit rate 0.34% among 370,000 | AID 720702;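 active means inhibition above the mean of all tested compounds plus 3 SD, set per campaign, cut at about 25% in these data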;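 further: 0% = DMSO with enzyme and 100% = buffer with substrate but no TDP2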
Target sequence (O95551 whole entry, looked up): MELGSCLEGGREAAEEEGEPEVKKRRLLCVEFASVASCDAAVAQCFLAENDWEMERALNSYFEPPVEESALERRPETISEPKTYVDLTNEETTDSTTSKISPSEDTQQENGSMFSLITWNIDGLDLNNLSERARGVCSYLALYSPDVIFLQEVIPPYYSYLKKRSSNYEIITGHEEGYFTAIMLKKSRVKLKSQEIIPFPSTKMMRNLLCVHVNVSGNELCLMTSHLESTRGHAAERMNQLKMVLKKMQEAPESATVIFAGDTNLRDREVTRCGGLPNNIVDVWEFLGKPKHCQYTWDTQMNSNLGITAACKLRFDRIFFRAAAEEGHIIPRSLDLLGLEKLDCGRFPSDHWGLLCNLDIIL
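Test system: human TDP2 enzyme; Input: 120 nM TDP2 per well; Buffer or medium: Mg2+-containing Tris-HCl buffer, pH 7.5; Reagent: 5 mM T5PNP; Dosing: 12.8 µM single point, 1% DMSO; Incubation: reaction 2 h, 37 °C; Detection: p-Nitrophenol epi absorbance; Read-out: % inhibition relative to enzyme-containing and enzyme-free wells; Replicates: single well per compound.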
HTRA1 inhibitor: inhibitors of human serine peptidase HTRA1 | inhibition, % at 5.96 µM | recombinant HTRA1, FP-rhodamine activity-based probe, fluorescence polarization | hit rate 0.5% among 340,000; in the data active means inhibition above about 36%;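 further: 0% = enzyme with DMSO and 100% = wells lacking enzyme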
Target sequence (Q92743 whole entry, looked up): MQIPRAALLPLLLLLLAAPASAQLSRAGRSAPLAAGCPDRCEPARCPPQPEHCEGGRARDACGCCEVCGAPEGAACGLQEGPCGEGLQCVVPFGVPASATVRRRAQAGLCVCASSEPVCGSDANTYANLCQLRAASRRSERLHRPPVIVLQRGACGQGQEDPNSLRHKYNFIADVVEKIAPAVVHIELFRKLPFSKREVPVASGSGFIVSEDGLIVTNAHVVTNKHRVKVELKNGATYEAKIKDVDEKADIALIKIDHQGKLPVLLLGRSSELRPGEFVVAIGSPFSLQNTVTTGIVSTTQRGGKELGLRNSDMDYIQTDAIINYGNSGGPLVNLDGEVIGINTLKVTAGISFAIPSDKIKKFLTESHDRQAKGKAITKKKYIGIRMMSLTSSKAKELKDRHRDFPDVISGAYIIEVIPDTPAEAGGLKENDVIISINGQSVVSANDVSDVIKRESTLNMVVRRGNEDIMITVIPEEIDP
The depositor's hits bear a star; nt = not tested or not shown. Some of the compounds tested. The share of hits here may be higher or lower than overall.

The opening 3 records, ahead of the listing:
entry	SMILES	TCR CD3 inh	rCAG binder	PG9 Ab binder	SIAE inh	LEDGF integ inh	Rev-erbA mod	ABHD4 inh	PRMT1 inh	TDP2 absorb	HTRA1 inhibitor
1	Cc1cc(Sc2nccn2C)ncc1[N+](=O)[O-]	1.7	-1.9	-0.3	-1.1	-2.2	4.2	4.2	-3.8	0.6	-0.3
2	Cc1ccc(C(C)C)c(OCCCNCc2cccnc2)c1	6.6	-6.0	-1.5	-0.7	1.5	-7.8	-3.5	-0.1	1.6	0.3
3	COc1cc(C(=O)OCC(=O)c2cc(C)n(C)c2C)cc(NC(=O)c2ccco2)c1OC	3.5	2.6	0.1	4.0	-0.5	1.8	-4.3	4.7	1.0	-6.1

The list itself, previewed entries included:
entry	SMILES	TCR CD3 inh	rCAG binder	PG9 Ab binder	SIAE inh	LEDGF integ inh	Rev-erbA mod	ABHD4 inh	PRMT1 inh	TDP2 absorb	HTRA1 inhibitor
1	Cc1cc(Sc2nccn2C)ncc1[N+](=O)[O-]	1.7	-1.9	-0.3	-1.1	-2.2	4.2	4.2	-3.8	0.6	-0.3
2	Cc1ccc(C(C)C)c(OCCCNCc2cccnc2)c1	6.6	-6.0	-1.5	-0.7	1.5	-7.8	-3.5	-0.1	1.6	0.3
3	COc1cc(C(=O)OCC(=O)c2cc(C)n(C)c2C)cc(NC(=O)c2ccco2)c1OC	3.5	2.6	0.1	4.0	-0.5	1.8	-4.3	4.7	1.0	-6.1
4	COc1cc(C(=O)Nc2ccc(NC(=O)c3ccco3)nc2)cc(OC)c1OC	-2.8	-5.1	0.2	-3.5	0.3	4.0	4.5	-0.6	4.2	1.2
5	O=C(NCCCSc1ccccc1)c1ccc(=O)[nH]c1	1.4	0.1	-0.7	-5.4	0.9	1.1	-1.3	-2.3	-13.0	7.2
6	C=CCn1cnc2c(NCc3ccccc3)ncnc21	0.8	0.2	2.2	-5.8	88.7*	-2.9	0.8	-2.2	0.0	-3.5
7	COc1cc(C)ccc1OCC(=O)NCC1CCCO1 (stereo unspecified)	-2.5	1.4	1.0	-3.5	4.9	7.0	-7.3	-1.7	-5.6	-7.5
8	CCn1c(SCC(=O)Nc2cc(F)ccc2C)nnc1-c1ccccc1O	-3.1	-3.8	0.2	-1.7	4.6	-2.6	3.6	-1.5	3.3	-3.2
9	O=C(CCCCCn1c(=S)[nH]c2ccc(Br)cc2c1=O)NCC1CCCO1 (stereo unspecified)	5.6	5.2	5.7	-12.3	-1.8	3.1	-1.4	-3.5	1.3	1.1
10	CCOCCCNC(=O)C(NC(=O)CNC(=O)c1ccccc1)c1ccc(OC)cc1 (stereo unspecified)	-1.8	-4.5	-1.0	-2.6	0.6	3.2	4.4	-2.9	8.0	-0.6
11	Cc1cccc(C(=O)N2CCCC(N3CCN(c4ccc(F)cc4)CC3)C2)n1 (stereo unspecified)	-12.4	-2.3	-0.8	0.8	-0.1	-1.9	-0.1	-1.3	-14.1	-4.1
12	COc1cc(NC(=O)Cc2cccc3ccccc23)c(C(=O)O)cc1OC	-0.5	17.7	-1.5	2.7	-0.6	-17.3	4.5	-0.1	13.9	0.7
13	Cc1ccc(NC(=O)Cn2nc(C)c3ccccc3c2=O)cc1F	3.2	5.6	3.2	-5.8	0.8	-4.8	-9.5	3.6	-6.6	-8.5
14	Cc1cc(C)c(S(=O)(=O)N2CCCCC2)cc1N(C)S(=O)(=O)c1ccc(Cl)cc1	5.0	-3.9	0.0	-9.3	-4.5	3.2	-10.7	-3.6	-6.6	-2.3
15	COc1ccc(-c2nn[nH]n2)cc1OC	-1.4	5.5	-1.6	1.4	0.4	-4.8	-3.6	2.3	4.7	1.6
16	CC1(C)CC2CC(C)(CN2C(=O)c2cc(-c3ccccc3)on2)C1 (stereo unspecified)	-3.4	-8.8	-0.7	-6.2	-1.2	28.9*	13.9	3.5	1.4	-26.9
17	CCC(C)NCC(O)(c1ccc(Cl)cc1)c1ccc(Cl)cc1 (stereo unspecified)	5.4	-5.1	-0.8	4.0	-1.6	-0.9	-0.5	0.3	5.6	-7.2
18	Cc1cc(NC(=O)CSCC(=O)Nc2cccc(S(=O)(=O)N3CCCCCC3)c2)no1	-6.1	6.0	-0.2	-8.3	-7.6	0.4	-1.8	1.1	-4.0	-7.2
19	C[C@H]1CCC[C@]2(O[C@@H](CCO)C[C@H](O)[C@H]2O)O1	-1.2	8.8	1.5	6.7	0.1	-6.0	-4.9	2.6	4.7	-3.3
20	O=C(NC1CC2CCCC(C1)N2C(=S)Nc1ccccc1)C1CC1 (stereo unspecified)	-6.4	1.4	0.2	3.9	0.8	-4.0	3.5	2.0	2.3	-5.2
21	Oc1ccccc1O	2.6	-0.7	-0.4	4.4	7.3	-10.7	7.5	16.3	-5.5	11.4
22	O=C(c1ccc2snnc2c1)N1CCN(c2ccccc2)CC1	-4.6	-5.5	1.4	-2.2	-0.3	-2.3	-0.9	-0.8	-0.7	4.9
23	CCOCCCNC(=O)c1ccc2c(c1)ncn2-c1ccc(C)cc1C	-5.0	-10.0	-2.5	-3.4	-3.2	-0.9	-1.1	-4.8	-4.9	-2.8
24	Cc1cc(C(=O)CSc2nnnn2C)c(C)n1C1CC1	-5.2	2.1	0.8	2.1	-4.4	-4.1	-7.8	4.4	6.6	-8.0
25	COc1ccc(CNC(=O)C(CCSC)NC(=O)c2ccco2)cc1 (stereo unspecified)	1.0	0.5	-2.1	-3.1	-2.8	-0.8	-1.3	0.4	-2.0	3.2
26	CCn1c(-c2cc(-c3ccccc3)sc2N)n[nH]c1=S	4.0	10.8	-0.6	5.3	0.1	-2.2	3.1	9.5	-1.7	nt
27	CCCC(=O)C1=C(c2ccccc2)C(C#N)(C#N)C(C#N)=C1N	1.4	32.3	-4.7	12.6	5.1	1.0	38.0*	17.7	8.6	37.6*
28	CCN(CC(=O)Nc1ccc2c(c1)OCCO2)C(=O)c1ccc(S(=O)(=O)N(C)C)cc1	5.8	-4.2	-0.7	-4.1	0.8	4.4	2.1	-1.6	3.9	3.0
29	COc1cccc(C(=O)Nc2ccc3c(c2)C(=O)c2ccccc2C3=O)c1	0.6	1.5	-1.7	-13.9	-3.4	-25.6	-0.7	-1.3	-7.0	-13.5
30	CCOc1ccc(/C=N/Nc2ccccn2)cc1	-1.6	1.6	-2.0	3.7	-4.9	-0.7	-4.9	3.6	-3.0	7.5
31	CC(=O)NC(=O)c1nnn(Cc2ccccc2)c1NC(C)=O	-3.3	-0.6	0.9	5.2	4.1	2.6	0.9	-0.5	6.8	12.3
32	CCOC(=O)c1c(NC(=O)C(NCCN(C)C)c2ccccc2)sc2c1CCCC2 (stereo unspecified)	-1.3	13.5	-0.6	-5.2	7.6	4.9	10.3	-0.3	-5.1	-0.2
33	Cc1onc(-c2ccccc2)c1C(=O)Nc1nnc(-c2ccncc2)s1	0.3	12.5	-0.9	-5.6	-0.3	-2.8	-5.7	6.9	3.4	1.9
34	COc1cc2c(cc1OC)C(c1ccc(N(C)C)cc1)CC(=O)N2 (stereo unspecified)	-4.9	-3.1	-0.5	-3.6	-1.1	-3.3	-2.0	4.7	3.0	4.8
35	COc1ccc(C(O)Cc2nc3ccccc3n2C)cc1OC (stereo unspecified)	-2.5	-1.7	-1.2	3.4	-2.4	0.5	-4.4	0.4	5.5	2.9
36	COC(=O)c1sccc1NC(=O)CN(C)NS(=O)(=O)c1ccc([N+](=O)[O-])cc1	7.6	3.5	1.0	5.1	-1.0	0.5	11.2	9.0	-1.2	-3.2
37	COc1ccc(C(=NN)c2ccc(OC)cc2)cc1	5.2	0.3	-0.1	-3.5	3.5	0.2	-0.2	-1.0	-3.2	3.6
38	CCN(CC)S(=O)(=O)c1ccc(C(=O)NNC(=O)C2CCN(S(=O)(=O)c3ccc(Cl)cc3)CC2)cc1	2.6	4.8	0.1	-3.0	1.5	6.0	-7.6	0.9	0.5	1.8
39	CCCn1c(C)cc(C(=O)COc2ccc(C)nc2[N+](=O)[O-])c1C	3.0	5.9	-3.7	3.4	3.4	-4.8	0.1	-1.2	8.7	-6.1
40	O=C1NC(Cc2ccccc2)c2nc3ccccc3c(=O)n2-c2cc(Cl)ccc21 (stereo unspecified)	-8.0	4.2	1.1	-3.4	-3.1	5.1	-19.1	-1.7	-16.4	nt
41	CC(CC(=O)Nc1nc2ccccc2[nH]1)n1ccnc1 (stereo unspecified)	-0.9	0.4	-0.6	-2.7	1.5	1.5	2.3	-3.2	-10.3	4.2
42	Cc1cc2c(cc1S(=O)(=O)CCC(=O)N1CC(C)CC(C)C1)OCC(=O)N2 (stereo unspecified)	-1.4	1.3	2.8	10.9	-1.2	-4.1	5.1	-1.5	-5.2	7.6
43	COCC(C)N1CC(O)=C(c2nc(-c3ccc(Cl)cc3)cs2)C1=N (stereo unspecified)	0.2	5.6	-2.0	5.7	1.4	-0.7	31.7*	1.3	1.5	8.3
44	CC1CC2(CCCC2)Nc2ccc(F)cc21 (stereo unspecified)	-4.7	-3.2	0.0	7.0	-0.4	-2.7	-6.6	1.4	4.1	0.4
45	CC1(C)CC2CC(C)(CN2C(=O)COC(=O)CNC(=O)c2ccc(Cl)c(Cl)c2)C1 (stereo unspecified)	-8.6	-7.2	-0.2	7.8	-8.8	-3.9	1.7	3.1	-9.9	-6.9
46	Cc1ccc(S(=O)(=O)C(c2ccccc2)c2c(C)noc2C)cc1 (stereo unspecified)	2.6	3.1	0.5	10.7	-4.2	5.8	-1.6	1.1	-8.8	7.9
47	O=C(NCc1ccco1)/C(=C/c1cccnc1)NC(=O)c1cccc(Br)c1	-3.5	3.4	0.3	6.4	1.3	9.5	-2.5	-1.7	4.3	-0.8
48	COc1ccc(CN2CCC(C)(Oc3cccc(F)c3)C2)c2ccccc12 (stereo unspecified)	-6.5	2.5	0.8	2.5	3.0	1.8	-3.2	3.2	-6.5	nt
49	Cc1cc(Cl)ccc1OCCCC(=O)Nc1ccc(S(=O)(=O)Nc2ncccn2)cc1	-2.9	30.1	0.0	0.6	2.0	1.8	-13.4	-1.1	10.0	-15.6
50	COc1ccc(N2CCN(C3CCCN(C(=O)C4=C(C)OCCO4)C3)CC2)cc1 (stereo unspecified)	-2.4	-4.1	-0.8	7.3	-5.5	4.3	4.8	3.0	-9.9	1.7
51	CCN(CC)c1ccc(NC(=O)c2ccc(Br)o2)c(C)c1	-5.6	-6.0	-4.1	4.2	-7.3	-4.5	9.6	1.7	-4.0	1.8
52	COc1ccc([C@H]2C[C@@H](n3cc(COC(=O)c4ccccc4)nn3)[C@H](O)CN2Cc2cccs2)cc1	-7.8	6.4	0.1	6.3	4.5	2.1	0.8	-7.8	-5.9	-5.7
53	COC(=O)Cc1ccc(NC(=O)c2ccccc2Br)cc1	-3.6	-4.5	-1.6	-6.6	1.2	-0.5	-6.4	-0.8	-8.8	-1.4
54	COc1ccc(Cl)cc1NC(=O)CN(C)C(=O)CN1C(=O)NC(C)(C)C1=O	7.7	3.3	-0.4	16.8	0.4	-4.6	3.5	-0.8	8.5	5.0
